KDM5B inhibitor: KDM5B demethylase inhibition. hit rate 2.6% among 220,000. Potency, µM (top dose mostly 57.7 µM), for the others: at the highest dose activity change, negative = inhibition, hits mostly inhibitors. Q9UGL1. KDM5B demethylase, FDH-coupled NADH fluorescence (FDH is formaldehyde dehydrogenase); active = well fitted inhibition curve with a large enough effect; inconclusive = small, poorly fitted or top-dose-only effect; inactive = no such curve, though single readings can be large or run the other way; also: 0% is about no effect; nearly all actives have a fitted effect of over 70% in size
Target sequence (Q9UGL1 whole entry, looked up): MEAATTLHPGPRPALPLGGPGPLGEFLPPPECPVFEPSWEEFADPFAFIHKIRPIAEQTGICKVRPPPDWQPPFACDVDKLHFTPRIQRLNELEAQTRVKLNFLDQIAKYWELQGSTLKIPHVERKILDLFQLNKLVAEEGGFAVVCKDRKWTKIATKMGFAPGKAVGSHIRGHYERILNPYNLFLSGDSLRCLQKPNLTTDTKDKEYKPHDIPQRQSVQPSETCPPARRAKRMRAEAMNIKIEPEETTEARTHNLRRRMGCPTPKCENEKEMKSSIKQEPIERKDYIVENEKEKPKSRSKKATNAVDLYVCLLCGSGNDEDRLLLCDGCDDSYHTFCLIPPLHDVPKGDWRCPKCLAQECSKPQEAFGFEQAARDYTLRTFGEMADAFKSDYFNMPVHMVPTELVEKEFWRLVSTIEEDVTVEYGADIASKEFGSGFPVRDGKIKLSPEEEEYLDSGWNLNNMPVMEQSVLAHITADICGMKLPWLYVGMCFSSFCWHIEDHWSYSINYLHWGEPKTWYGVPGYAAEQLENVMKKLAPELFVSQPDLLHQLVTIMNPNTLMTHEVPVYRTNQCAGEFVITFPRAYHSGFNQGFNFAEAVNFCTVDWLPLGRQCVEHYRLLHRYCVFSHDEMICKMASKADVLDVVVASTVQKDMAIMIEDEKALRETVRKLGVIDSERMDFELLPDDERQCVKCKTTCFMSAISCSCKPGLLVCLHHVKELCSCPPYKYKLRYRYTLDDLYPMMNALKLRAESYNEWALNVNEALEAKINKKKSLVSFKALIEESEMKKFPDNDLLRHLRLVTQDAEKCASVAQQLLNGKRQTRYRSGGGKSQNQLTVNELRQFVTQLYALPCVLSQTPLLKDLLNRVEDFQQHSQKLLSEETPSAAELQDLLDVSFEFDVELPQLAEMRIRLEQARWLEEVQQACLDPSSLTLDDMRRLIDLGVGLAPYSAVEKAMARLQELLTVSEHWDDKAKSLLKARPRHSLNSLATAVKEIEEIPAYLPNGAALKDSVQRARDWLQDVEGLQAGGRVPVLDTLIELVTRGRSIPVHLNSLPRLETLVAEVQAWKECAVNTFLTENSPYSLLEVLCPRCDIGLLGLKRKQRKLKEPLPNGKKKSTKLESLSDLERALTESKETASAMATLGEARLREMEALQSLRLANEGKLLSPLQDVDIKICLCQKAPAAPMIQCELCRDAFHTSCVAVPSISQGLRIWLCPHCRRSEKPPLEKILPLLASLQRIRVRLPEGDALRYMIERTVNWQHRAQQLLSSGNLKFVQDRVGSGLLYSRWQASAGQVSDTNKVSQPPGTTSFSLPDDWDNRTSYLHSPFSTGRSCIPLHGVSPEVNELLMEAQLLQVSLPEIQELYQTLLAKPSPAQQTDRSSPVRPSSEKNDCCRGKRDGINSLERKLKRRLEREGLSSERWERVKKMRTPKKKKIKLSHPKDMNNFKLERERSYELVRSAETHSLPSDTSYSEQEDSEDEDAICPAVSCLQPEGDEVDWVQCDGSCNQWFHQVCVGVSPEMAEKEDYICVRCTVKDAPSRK
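Here, H3K4me3 peptide (12.5 µM in substrate mix) is demethylated by KDM5BΔAP, 200 nM final, after 10 min compound exposure. Formaldehyde product is coupled through FDH (0.25 U/mL in mix) to NADH fluorescence; 30-min ΔRFU feeds dose-response curves.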
* marks the source's active call; other numbers are inactive results; i = inactive; ? = inconclusive; [ ] = remark or other dose. Potency is read from the fitted curve at half-maximal effect.

KDM5B inhibitor | canonical_smiles
? | COc1nccnc1-c1cc(NCCN(C)C)nc2[nH]ccc12
9.2% | COc1ccc(Nc2nc(Nc3ccc(F)cc3)nc3nccnc23)cc1
-3.9% | CSc1cccc(Nc2nc(SC)nc(-c3ccccc3)c2C#N)c1
27.5%[86.2 µM] | CC(C)CN1C(=O)COC[C@@H]1[C@H](O)c1ccc(NC(=O)c2ccco2)cc1
6.5%[115 µM] | O=[S+]1([O-])NC2(CCN(Cc3ccc(C(F)(F)F)cc3)C2)COc2ncccc21 (stereo not given)
22.3% | Fc1ccccc1-c1[nH]ncc1-c1nnnn1-c1ccccc1
0.4% | O=C(N[C@H]1C[C@@H]2OCC[C@H]12)c1cccc(-n2cnnc2)n1
? | COc1ccc(-c2noc(-c3cccc(OC)c3OC)n2)cc1
-25.5% | N#Cc1cccc(C(=O)Nc2ccc3c(N4CCOCC4)ncnc3c2)c1
4.7% | COc1ccc(CN2CCC(Oc3ccc(C(=O)N4CCCCC4)cc3)CC2)cc1C
-6.9% | CCCn1c(C)cnc1CC1CCN(S(=O)(=O)c2ccc3c(c2)CCC3)C1 (stereo not given)
31.6µM* | Cc1noc(C)c1-c1cc2cc(CO)oc2c(NCC2CCOCC2)n1
13.5% | O=C(c1ccccc1)N1CCC2(CC1)N=C(c1ccc(Br)cc1)NO2
-15.7%[86.2 µM] | COc1ccc([S+](=O)([O-])N2CCC3(CC2)OCCN(c2ccc(F)cc2)C3=O)cc1
? | Cc1ccc(-n2c(=O)c3c4c(sc3n(Cc3cc(=O)n5ccccc5n3)c2=O)CCC4)cc1C
14.2% | CC(C)(C)C1CCC(C(=O)Nc2ccc(F)cc2)CC1 (stereo not given)
26.9% | Cc1cc(Cl)ccc1OCCNC(=S)NC(=O)c1cccnc1
17.9% | Cc1ccc(C)c(OCC(O)Cn2nc(C)c3ccccc3c2=O)c1C (stereo not given)
11.1% | CCCOC(=O)C1=CN(Cc2ccccc2)S(=O)(=O)N=C1C
-14.4% | CCn1cc(S(=O)(=O)N2CCC(CCOc3ccccc3OC)C2)cn1 (stereo not given)
-1.2% | CC(=O)N1C[C@@H](C(=O)NCCCc2c(C)noc2C)[C@H](c2nc(C)no2)C1
-0.3% | COc1ccccc1C(C)N(C)C(=O)Cc1c(C)nc2ccccc2c1C (stereo not given)
16.2% | CCN(CC(=O)NC(C)(C)C)C(=O)c1ccc(C#N)cc1
? | CCCCNC(=O)c1ccccc1N
-6.4% | CCCCOC(=O)c1ccc(NC(=O)CC2NCCNC2=O)cc1 (stereo not given)
? | Fc1ccc(-c2csc(=S)[nH]2)cc1
0.6% | Cc1cc(-c2nc3ccccc3s2)ccc1NC(=O)c1cc(Cl)ccc1Cl
-11.4% | CC(C)CCN(C1CCOCC1)C1CCN(Cc2cccnc2)CC1
19.8% | CC1=C(C(=O)OC(C)C)C(c2ccccc2C(F)(F)F)CC(=O)N1 (stereo not given)
-6.3% | CC(C)n1nc(C(=O)Nc2ccccc2)c2ccccc2c1=O

7 structures out of the list, arranged by molar mass, ascending:
KDM5B inhibitor | canonical_smiles
? | Fc1ccc(-c2csc(=S)[nH]2)cc1
16.2% | CCN(CC(=O)NC(C)(C)C)C(=O)c1ccc(C#N)cc1
19.8% | CC1=C(C(=O)OC(C)C)C(c2ccccc2C(F)(F)F)CC(=O)N1 (stereo not given)
26.9% | Cc1cc(Cl)ccc1OCCNC(=S)NC(=O)c1cccnc1
17.9% | Cc1ccc(C)c(OCC(O)Cn2nc(C)c3ccccc3c2=O)c1C (stereo not given)
-14.4% | CCn1cc(S(=O)(=O)N2CCC(CCOc3ccccc3OC)C2)cn1 (stereo not given)
-15.7%[86.2 µM] | COc1ccc([S+](=O)([O-])N2CCC3(CC2)OCCN(c2ccc(F)cc2)C3=O)cc1

Entries listed so far that contain a furan ring, fused or not (2):
KDM5B inhibitor | canonical_smiles
27.5%[86.2 µM] | CC(C)CN1C(=O)COC[C@@H]1[C@H](O)c1ccc(NC(=O)c2ccco2)cc1
31.6µM* | Cc1noc(C)c1-c1cc2cc(CO)oc2c(NCC2CCOCC2)n1

(next part)
KDM5B inhibitor | canonical_smiles
1.9% | O=C(Cc1ccccc1)NCC(=O)N1CCCCCNC(=O)CC1c1ccccc1 (stereo not given)
6.3%[86.2 µM] | Cc1noc2c(N3CC(O)C3)cc(-c3ccc(F)cc3)nc12
? | N#Cc1cccc(CN2Cc3[nH]cnc3C[C@H]2c2nc(-c3ccc(OC(F)(F)F)cc3)no2)c1
? | Cc1cc(=O)c(C(=O)N2CCC3(CC2)CC(C(=O)O)N(C)C3)c(C)[nH]1 (stereo not given)
-56.2% | CCOC(=O)CC(NC(=O)c1cc2c(=O)n3cccc(C)c3nc2s1)c1ccc(OCC(C)C)c(OC)c1 (stereo not given)
-4.5% | Cc1cccc(NC(=S)NC2CC3C=CC2C3)c1 (stereo not given)
? | Cc1ccccc1C(=O)OCc1cc(=O)n2c(C)csc2n1
-3.2% | C=CCn1cc(C(=O)OCC)c(=O)c2cc(F)c(F)cc21
-5.0% | CCOc1ccc(NC(=O)CSc2nnc(-c3ccncc3)n2-c2ccccc2)cc1
14.8% | O=c1[nH]c(CN2CCN(c3ccccc3O)CC2)nc2scc(-c3ccccc3Cl)c12
13.1% | CCCc1nnc(NC(=O)Cc2coc3cc(C)cc(C)c23)s1
-0.7% | CCOC(=O)c1cnc(SCc2nc(-c3ccc(OC)cc3)oc2C)nc1N
-5.1% | N#Cc1ccc(CN2CCn3nnc(-c4nc(-c5ccsc5)no4)c3C2=O)cc1
13.8% | Cn1c(SCC(=O)Nc2ccc(Br)cn2)nnc1-c1cccs1
1.0% | CCc1nnc(SCC(=O)Nc2cc(Cl)c(OC)cc2OC)c2cc3oc(C)cc3n12
-0.4% | COC(=O)c1ccc(C2CC(=O)Nc3c2cc(Br)c2ccccc32)cc1 (stereo not given)
9.2% | CN(CC(=O)NC1CC1)c1nc(-c2ccsc2)nc2ccccc12
-20.6% | COc1ccc(-c2cc(C)no2)cc1S(=O)(=O)N1CCCC(C)C1 (stereo not given)
-1.5% | Cc1ccc(O)c(C(=O)OCC(=O)Nc2ccccc2N2CCCC2=O)c1
-10.5% | O=S(=O)(Nc1nc2ccccc2nc1NC1CCCCC1)c1ccc(F)cc1
20.1% | CCN(CC)C(CNC(=O)C1CC2CCC1C2)c1ccsc1 (stereo not given)
? | CN1c2cc(C(=O)Nc3ccc(F)cc3)ccc2C(=O)N2CCCCC21 (stereo not given)
19.8% | Fc1ccc(NCc2ccccc2-c2nnc(-c3ccccc3Cl)o2)cc1Cl
6.6% | CC1=C(C(=O)OCc2ccccc2)C2(C(=O)Nc3ccc(Br)cc32)C(C(=O)OCc2ccccc2)=C(N)O1 (stereo not given)
7.4% | CCCCC(=O)Nc1ccc(O)c(-c2nc3cc(C)cc(C)c3o2)c1
-6.4% | CC1=Nc2cc(C(=O)NC3CCC(C)CC3)ccc2Sc2c(C)ccc(C)c21 (stereo not given)
15.8µM* | O=C(O)C1(Oc2ccc3ncccc3c2)CCN(Cc2ccncc2)CC1
-3.7%[149 µM] | O=C1NCc2ccccc2CC12CCN(Cc1ccc(O)cc1)CC2
12.1% | CC(=O)N1CCC(C2CCN(C(=O)NCCc3ccccc3)C2)CC1 (stereo not given)
-2.3% | CCOc1ccc(CC(=O)N2CCC3(CC2)CN(C(C)=O)CC3COC)cc1 (stereo not given)
? | O=C(Cn1cc(SCc2ccc(Cl)cc2)c2ccccc21)N1CCCC1
? | COc1ccc(-c2cc3ccc(O)cc3oc2=O)c(OC)c1
7.2% | CC1CCN(CCCNC2CCCC2)CC1
-0.7% | O=C(Nc1ccc2c(c1)C(=O)N1CCC[C@H]1C(=O)N2)c1cc(-c2cccnc2)n[nH]1
? | COc1ccc(C2=C(C)C(N3CCC(C(=O)NCc4ccc(C)o4)CC3)=NS2(=O)=O)cc1
-8.7% | Cn1c(=O)c2c(nc(N3CCC(Cc4ccccc4)CC3)n2CC(=O)c2ccccc2)n(C)c1=O
-21.0% | Cc1ccc(NC(=O)Cn2c(=O)n(CCCCC(=O)NCc3ccccc3Cl)c(=O)c3ccccc32)cc1
? | CNC(=O)NC(=O)CSc1nc(-c2ccco2)nc2ccccc12
-2.2% | O=C(c1ccsc1)N(Cc1cccs1)C1CC1
? | Cc1oc2cc(OCC(=O)O)ccc2c(=O)c1-c1ccc(Cl)cc1
35.5µM* | CC1(COc2ccc3[nH]ccc3c2)COc2ccc(C(=O)N3CC(O)C3)cc2N1 (stereo not given)
i | Cc1ccn2cc(-c3ccc(NS(=O)(=O)c4ccc5c(c4)OCCO5)cc3)nc2n1
-4.3%[86.2 µM] | C[C@@H](NCC1CCCC1)c1onc(-c2ccc(F)cc2)c1C(=O)O
1.9% | COc1cccc2cc(-c3nnc(SCC(=O)Nc4ccccc4C(C)C)n3N)oc12
24.3% | CS(=O)(=O)N1C[C@H]2CCN(Cc3cccc(F)c3F)C[C@H]21
0.7% | COC(=O)CCC(=O)N1CCCC(c2nc(SCCN3CCOCC3)ncc2C)C1 (stereo not given)
23.7% | COc1ccc(Cl)cc1NC(=O)CN1C(=O)NC2(CCC(C)CC2)C1=O (stereo not given)
-20.4%[86.2 µM] | Cc1nn2c(c1-c1ccccc1Oc1ccccc1)N(C(=O)c1ccccc1)CCC2
9.8% | Cc1nn(C(C)(C)C)c(C)c1/C=N/OC(=O)Nc1ccc(Cl)c(Cl)c1
-21.7% | O=C(CN1C(=O)NC(Cc2c[nH]c3ccccc23)C1=O)NCCc1ccc(F)cc1 (stereo not given)
-8.1% | CCc1noc(C)c1C(=O)Nc1sc(C)cc1C(=O)OC
? | COc1ccc(-c2ccc(=O)n(CCNC(=O)Cc3ccc(Br)cc3)n2)cc1
9.7% | Cc1ccc(OCCC(=O)N2CCN(S(=O)(=O)c3ccc(C)s3)CC2)cc1
17.4% | Cc1nc(CNC(=O)NCC(C)N2CCCCC2C)cs1 (stereo not given)
-3.9%[149 µM] | O=C1CC2CCN(Cc3ccccc3)CC2CCN1 (stereo not given)
-6.1% | COc1ccc(CC(=O)N2CCC(n3nccc3NC(=O)C3CC3)CC2)cc1
-12.0% | Cc1ccc(S(=O)(=O)N2CCC(C(=O)NCc3csc(-c4ccccc4)n3)CC2)cc1
28.7% | O=C(Cc1ccccn1)N1CCC2(CC1)CC(=O)N(c1ccccc1)c1ccccc1O2
8.7% | CCn1cc(/C=C(\NC(=O)c2cc(OC)c(OC)c(OC)c2)C(=O)NCCO)c2ccccc21
13.1% | CCCC1c2nccn2CCCN1C(=O)c1ccoc1C (stereo not given)

(continued)
KDM5B inhibitor | canonical_smiles
-9.4% | O=C1NCCC[C@@H]1NC(=O)[C@H]1CN(C(=O)C2CCNCC2)CCN1C(=O)c1cccs1
1.1% | CS(=O)(=O)c1ccc(OCCOc2cccc(F)c2)cc1
-13.0% | COC(=O)[C@H](NC(=O)[C@@H]1C[C@H](NC(=O)Nc2ccc(OC)cc2)CN1C(=O)CSC)C(C)C
-17.0% | Cc1cc(=O)n(Cc2cccc(F)c2)c2c1c(C)nn2-c1cccc(F)c1
? | Cc1cccc(-n2nc(CC(N)=O)nc2-c2ccc(Cn3cccn3)o2)c1C
18.7% | CC(=O)N1CCC(CC(=O)N2CCCCCCN(C)C(=O)[C@@H]3CCC[C@@H]32)CC1
-20.2% | Cc1ccc(-c2nccn3cc(C(=O)NCC(C)C)nc23)cc1
21.3% | CNC(=O)CCS(=O)(=O)Cc1coc(-c2ccc(F)cc2)n1
1.5% | Cc1cc(C)c2[nH]c(C)c(CN3CC4(C)CC3CC(C)(C)C4)c(=O)c2c1 (stereo not given)
7.9% | Clc1ccc(-n2ncc3c(NC4CCCCC4)ncnc32)cc1
-5.6% | Cc1ccc2nc(C(NC(=O)C3CCN(CC(N)=O)CC3)C(C)C)[nH]c2c1 (stereo not given)
4.2% | Cc1cc(SC#N)cc(C)c1N
5.7% | COc1ccc(CCNC(=S)Nc2ccc(F)cc2)cc1
-1.2% | CCC(C)(C)NC(=O)C(c1ccc(OC)cc1)N(C(=O)CCC(=O)Nc1cc(C)on1)c1ccc2c(c1)OCCO2 (stereo not given)
-34.4% | COCCc1noc([C@@H]2CN(C3CCCCC3)C[C@H]2CO)n1
16.7% | CC(C)c1ccc(C(=O)N(C)CC2CCOC2)cc1 (stereo not given)
-3.0% | COC[C@H]1NC(=O)CC[C@H]1C(=O)N1CCCCCC1
-23.4% | CN1CCN(C(=O)C(=O)c2cn(CC(=O)N3CCCC3)c3ccccc23)CC1
-7.5% | O=C(CN1C(=O)NC2(CCOCC2)C1=O)NCCc1ccc(Cl)cc1
? | Nc1ccsc1C(=O)N[C@@H]1COCC[C@@H]1OCc1cscn1
5.9% | Cc1ccc(-c2nc3cc(NC(=O)c4ccc([N+](=O)[O-])o4)ccc3o2)cc1
8.6% | Cc1nc(C)c(C(=O)NCCc2noc(-c3ccncc3)n2)s1
3.5% | O=C(O)[C@H]1C[C@H](C(=O)NCc2ccccn2)CN(C(=O)CC2CCCC2)C1
19.6% | O=c1[nH]nc(-c2ccc(NCCCO)c([N+](=O)[O-])c2)c2ccccc12
10.8% | CCOC(=O)c1nc2ccccc2nc1NCc1ccc(C)cc1
-0.1% | CN1CCN(C(=O)C[C@@H]2CCNC[C@@H]2Cc2cc(-c3ccc(C(C)(C)C)cc3)on2)CC1
? | COCCCNC(=O)C1c2ccccc2CC(=O)N1Cc1ccccc1 (stereo not given)
-5.9% | CCC(C)Oc1ccc(CNC(=O)c2cn(CCN)nn2)cc1 (stereo not given)
-18.3%[115 µM] | CN(Cc1ccc(F)cc1)S(C)(=O)=O
? | Cc1oc(-c2nc(C#N)c(NC(C)c3ccccc3)o2)cc1S(=O)(=O)N1CCOCC1 (stereo not given)
7.9% | Fc1ccc(CN2CCC(NCC3CNc4ccnn4C3)CC2)cc1 (stereo not given)

Bioassay records deposited in PubChem by National Center for Advancing Translational Sciences (NCATS).

A portion of the library. The share of hits here may be higher or lower than overall.
